Compound activity: PubChem, National Center for Advancing Translational Sciences (NCATS)
GRP78 ERSR act – inducers of ER stress response in human glioma cells. U87-MG GRP78 promoter luciferase reporter, 16 h. actives 0.02% (n = 420,000). Potency, µM, inactives show at the top dose activation, hits mostly activators; note: potency is the fitted concentration of half-maximal effect; series mostly up to about 76 µM; % of control where 0% means no effect; nearly all actives have a fitted effect of over 35% in size
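Stably transfected U87-MG glioma cells carrying a GRP78-based luciferase sensor; 16 h compound incubation. Luminescence end-point read 10 min after Bright-Glo addition at room temperature.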
Vif-APOBEC3G blk – blocks the Vif interaction with human APOBEC3G | Q9HC16 | HeLa A3G-eYFP + Vif (tagged APOBEC3G with the HIV-1 protein that degrades it), YFP fluorescence, overnight | Potency, µM (doses to about 46.1 µM), for the others: at the highest dose activity, negative = active, usual class: inhibitors | actives 0.076% (n = 410,000);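 note: potency is the fitted concentration of half-maximal effect; % is set by controls: 0 for no effect and ±100 for the full control effect; nearly all actives have a fitted effect of over 60% in size; hits raise eYFP signal because A3G escapes Vif-driven loss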
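HeLa cells stably expressing Vif and C-terminally eYFP-tagged A3G, seeded overnight at 37 deg C, then exposed to compound by pintool overnight at 37 deg C. Rise in yellow fluorescence (Ex 488/Em 500-530, Acumen) marks blocked Vif-driven A3G degradation.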
LDHA block – blocks human lactate dehydrogenase A | purified LDHA, NADH/diaphorase-resazurin fluorescence; hits give low values | activity change, % (values are at about 110 or 230 µM) | actives 0.15% (n = 480,000) | AID 1347041; in the data active = activity change below about -30%; inconclusive = mostly about -25% to -30%;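 note: plate controls were DMSO wells for no effect and wells without enzyme for full effect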
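LDH5 2 nM; NADH 0.06 mM, pyruvate 0.2 mM; 200 mM Tris pH 7.4, EDTA, Tween-20; 5 min RT. Detection: diaphorase 0.133 mg/mL + resazurin 37 µM, fluorescence ex540/em590 at 0 and 20 min; normalized to enzyme-free and DMSO wells.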
D1 antag – human D1 dopamine receptor antagonism; P21728; HEK293 TREx D1 cells, calcium flux, dopamine EC80; hits give low values; activity change, negative = inhibition, % at 10 µM; actives 3.2% (n = 360,000); AID 504652; in the data active = activity change below about -30%; note: % is set by controls: 0 for no effect and ±100 for the full control effect
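Tetracycline-induced HEK293 T-REx cells with force-coupled D1 receptor were loaded with a no-wash calcium dye. Compound was added after a 10 s baseline and read kinetically for 180 s; EC80 dopamine was then added and calcium flux followed another 180 s.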
D1 potentiator – enhances dopamine response at the human D1 receptor; actives 0.036% (n = 360,000); AID 504651; potentiation, % at 10 µM; HEK293 TREx D1 cells, calcium flux, dopamine EC20 potentiation; P21728; in the data active = potentiation above about 30%; note: 0% is about no effect
RXFP1 agonist – activates the human relaxin receptor RXFP1; actives 0.3% (n = 370,000); HEK293T-RXFP1 cAMP TR-FRET, 30 min; response scale: percent of porcine relaxin response, buffer zero; Potency, µM (doses to about 57.5 µM), for the others: at the highest dose activation, usual class: activators; Q9HBX9; note: potency is the fitted concentration of half-maximal effect; % is set by controls: 0 for no effect and ±100 for the full control effect; nearly all actives have a fitted effect of over 60% in size; many of its hits are not listed in these tables
Target sequence (Q9HBX9 whole entry, looked up): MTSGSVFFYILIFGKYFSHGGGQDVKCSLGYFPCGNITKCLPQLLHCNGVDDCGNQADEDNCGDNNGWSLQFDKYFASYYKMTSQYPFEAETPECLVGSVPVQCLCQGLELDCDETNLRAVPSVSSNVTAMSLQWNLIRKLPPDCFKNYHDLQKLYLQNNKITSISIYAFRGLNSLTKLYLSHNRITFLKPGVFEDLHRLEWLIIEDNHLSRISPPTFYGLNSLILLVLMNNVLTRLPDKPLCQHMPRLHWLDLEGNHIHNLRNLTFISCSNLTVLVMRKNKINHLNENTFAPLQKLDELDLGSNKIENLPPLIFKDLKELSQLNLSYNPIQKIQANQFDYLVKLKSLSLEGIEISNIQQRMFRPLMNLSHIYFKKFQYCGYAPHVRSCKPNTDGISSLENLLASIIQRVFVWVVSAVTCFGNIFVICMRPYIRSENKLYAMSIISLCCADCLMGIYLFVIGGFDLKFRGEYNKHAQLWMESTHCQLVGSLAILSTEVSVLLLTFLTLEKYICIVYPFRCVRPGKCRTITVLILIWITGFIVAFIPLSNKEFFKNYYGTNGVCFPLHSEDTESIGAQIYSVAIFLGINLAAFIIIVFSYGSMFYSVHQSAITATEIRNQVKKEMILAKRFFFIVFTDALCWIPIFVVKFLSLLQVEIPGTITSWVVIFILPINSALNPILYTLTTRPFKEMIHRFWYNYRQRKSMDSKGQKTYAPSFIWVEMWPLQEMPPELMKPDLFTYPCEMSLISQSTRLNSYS
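Agonist response is measured as cAMP accumulation in an RXFP1-transfected HEK293T line under PDE4 inhibition. Values are scaled between buffer-only and 29 nM porcine relaxin, and EC50s come from standard Hill equation fits.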
D2 potentiator – D2 dopamine receptor (human) potentiation; P14416; HEK293 T-REx D2, calcium flux, EC20 dopamine potentiation; potentiation, % at 10 µM; actives 0.34% (n = 340,000); AID 485347;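 active = potentiation over 3 SD above the plate norm, cut at about 30% in these data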; note: 0% is about no effect
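Primary screen. Calcium kinetics in induced HEK293 T-REx D2 cells: compound pre-addition 180 s, EC20 dopamine, 180 s more.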
D1 ag – human D1 receptor agonism | P21728 | HEK293 T-REx D1 cells, calcium flux, agonist mode | activation, % at 2 µM | actives 1% (n = 360,000); in the data active = activation above about 30%; note: 0% is about no effect
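Inducible HEK293 T-REx D1 cells, force-coupled to calcium signalling, were plated at 4000 cells/well with tetracycline and held overnight at 30 C. After no-wash calcium dye loading, compound-evoked calcium rise over 180 s flagged agonists.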
Vif-A3F inh – blocks the Vif interaction with APOBEC3F; actives 0.2% (n = 390,000); AID 602313; HeLa A3F-eYFP + Vif (tagged APOBEC3F with the HIV-1 protein that degrades it), YFP fluorescence increase; Potency, µM (titrated, usually from 46.1 µM), for the others: at the highest dose activity, negative = active; note: potency is the fitted concentration of half-maximal effect; % of control where 0% means no effect; nearly all actives have a fitted effect of over 65% in size
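HeLa cells stably expressing A3F-eYFP plus Vif, plated and incubated overnight at 37 deg C, then exposed to compounds overnight at 37 deg C. Blocked degradation read as raised yellow fluorescence (Ex 488/Em 500-530).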
Active calls of the source: *; ? = inconclusive; · = no result given; & = joins results of further samples. Unless noted, calls come from the whole dose curve; as a rule, active = well fitted curve in the direction sought with a large enough effect; inconclusive = small, poorly fitted or top-dose-only effect, or another doubt; inactive = no such curve, though single readings can be large; an effect the other way counts as inactive or inconclusive. The list is partial; the hit share may differ from the screen's.

Below each compound: GRP78 ERSR act	Vif-APOBEC3G blk	LDHA block	D1 antag	D1 potentiator	RXFP1 agonist	D2 potentiator	D1 ag	Vif-A3F inh
CCOc1cc(CNCCO)cc(Br)c1OCc1ccc(Cl)cc1
 : -17.3%	?	-4.6	·	·	1.7%	·	·	2.8%
Cc1ccc(C(=O)N2CCCC(CCC(=O)N3CCN(c4ccccn4)CC3)C2)s1 (centres undefined)
 : -1.9%	-1.7%	-0.3	-19.2	-3.5	2.0%	8.1	-0.3	4.6%
CCC/C(=N\NC(=O)CCC(=O)NCc1ccccc1)c1ccccc1
 : -3.5%	-25.5%	-3.1	8.4	1.9	0.2%	2.2	-0.1	-7.8%
CCOC(=O)N1CN(C(=O)OCC)CN(C(=O)OCC)C1
 : 2.4%	0.9%	-9.6	9.1	-0.7	-2.6%	8.3	2.8	1.8%
COc1ccccc1CNC(=O)C1CCCN(c2nnc(-n3c(C)ccc3C)s2)C1 (centres undefined)
 : -0.6%	-1.7%	-2.3	6.2	-0.1	-1.2%	11.0	-1.4	0.8%
COc1cc(C(=O)Nc2cccc(-n3cnnn3)c2)cc(Cl)c1OC
 : 0.1%	1.5%	-1.3	7.6	-6.0	3.4%	8.1	1.4	1.0%
COc1ccc(C(=O)Nc2ccccc2C(=O)O)cc1NC(=O)C(c1ccccc1)c1ccccc1
 : 5.0%	-2.0%	-17.2	-24.0	-0.3	0.5%	0.5	2.4	3.9%
Cc1ccc2cc(CN(CCN3CCCC3)C(=O)Nc3ccccc3)c(=O)[nH]c2c1C
 : -1.9%	4.6%	-4.6	5.0	0.8	0.6%	-27.3	1.2	4.3%
O=C(CN(c1ccc(Cl)c(Cl)c1)S(=O)(=O)c1ccccc1)N1CCc2ccccc2C1
 : -5.1%	1.8%	0.4	1.5	-3.1	-1.9%	-2.2	1.7	7.3%
CN1CCN(CCC(=O)N/N=C/c2ccccc2F)CC1
 : -0.7%	0.2%	-11.0	2.0	-4.0	3.1%	-8.0	-0.4	0.5%
CCOc1cc(/C=N\NC(=O)OC(C)(C)C)ccc1OC(=O)c1ccco1
 : 4.3%	-0.4%	-5.1	18.4	-2.4	-0.9%	-2.7	3.3	5.2%
S=c1[nH]nc(-c2ccco2)n1/N=C/c1c(Cl)cccc1Cl
 : -5.1%	0.7%	-4.1	-3.2	-1.4	0.6%	1.1	1.6	1.3%
Cc1nnc(NC(=O)NC(C)N2C(=O)C3C4C=CC(C4)C3C2=O)s1 (centres undefined)
 : -2.1%&-0.1%	1.8%&1.7%	-2.3&-0.7	-5.1	-5.5	-0.4%	-1.7	1.5	0.3%&-6.5%
CCOc1cc(CNc2nn[nH]n2)ccc1OCC(=O)NC(C)(C)C
 : -5.0%	6.3%	-1.0	-4.5	-3.6	0.8%	4.1	1.3	-2.0%
CCN(CC)c1ccc(C2C(C(=O)Nc3ccccc3C)=C(C)Nc3ncnn32)cc1 (centres undefined)
 : -5.0%	0.6%	3.1	7.1	-0.9	0.3%	2.3	2.2	-1.5%
CCOC(=O)CCCCC(=O)c1[nH]c(=O)[nH]c1Cn1cnc2ccccc21
 : -1.1%	0.4%	-10.4	-10.3	-3.0	1.2%	1.8	3.1	-0.1%
O=c1c(CN2CCN(Cc3ccccc3)CC2)coc2ccc(Cl)cc12
 : 5.1%	-3.7%	-5.5	-6.0	-6.9	1.2%	·	0.2	-18.9%
O=C1C(=O)N(Cc2cccs2)c2ccccc21
 : -5.1%	-17.8%	5.8	8.2	-1.3	0.8%	0.4	2.2	-4.8%
CCOc1ccc(Nc2nc(Cc3nnc(SCC(=O)c4ccc(C)c(C)c4)o3)cs2)cc1
 : -0.1%	2.0%	-14.9	14.5	-1.8	2.3%	-5.1	0.1	2.8%
O=C(Nc1ccc(-c2nc3ncccc3o2)cc1)c1ccco1
 : 2.5%	-0.4%	0.6	-9.8	-2.0	3.5%	14.9	1.1	-3.4%

An excerpt of the results above, for reference:
Below each compound: GRP78 ERSR act	Vif-APOBEC3G blk	LDHA block	D1 antag	D1 potentiator	RXFP1 agonist	D2 potentiator	D1 ag	Vif-A3F inh
O=c1c(CN2CCN(Cc3ccccc3)CC2)coc2ccc(Cl)cc12
 : 5.1%	-3.7%	-5.5	-6.0	-6.9	1.2%	·	0.2	-18.9%
O=C1C(=O)N(Cc2cccs2)c2ccccc21
 : -5.1%	-17.8%	5.8	8.2	-1.3	0.8%	0.4	2.2	-4.8%
CCOc1ccc(Nc2nc(Cc3nnc(SCC(=O)c4ccc(C)c(C)c4)o3)cs2)cc1
 : -0.1%	2.0%	-14.9	14.5	-1.8	2.3%	-5.1	0.1	2.8%
O=C(Nc1ccc(-c2nc3ncccc3o2)cc1)c1ccco1
 : 2.5%	-0.4%	0.6	-9.8	-2.0	3.5%	14.9	1.1	-3.4%

New compounds follow
Below each compound: GRP78 ERSR act	Vif-APOBEC3G blk	LDHA block	D1 antag	D1 potentiator	RXFP1 agonist	D2 potentiator	D1 ag	Vif-A3F inh
O=C(O)C[C@]1(C(=O)Nc2ccc(F)cc2)CC(/C=C/c2ccccc2)=NO1
 : -0.8%	-0.4%	-5.1	4.9	2.4	0.9%	4.5	2.2	4.2%
Cc1ccc(C)c(CNS(=O)(=O)c2c(C)[nH]c(C)c2C(=O)N2CCCCC2)c1
 : -2.8%	1.0%	-12.7	-3.6	-5.5	-0.3%	0.2	3.2	-0.7%
CC(C)(C)C1COc2ccccc2N1C(=O)c1cccc(Cl)c1 (centres undefined)
 : -3.2%	-4.6%	0.3	2.5	-6.3	4.8%	-3.3	1.6	-8.3%
O=C(Nc1ccccc1F)c1ccc(COc2ccc(Cl)cc2Cl)o1
 : -4.2%	-3.6%	-4.3	-12.3	-7.3	0.9%	8.0	10.9	-3.0%
O=C(NCCOc1ccccc1)c1ccccc1SCC(=O)N1CCCC1
 : -1.0%	3.2%	-4.0	6.2	·	0.9%	-6.8	2.2	10.7%
Cc1cccc(C)c1NC(=O)c1cc(S(=O)(=O)N2CCOCC2)cn1C
 : -0.1%	4.5%	-0.8	-1.4	-5.2	3.8%	1.3	2.6	-0.6%
CCOC(=O)c1c(C)oc2c1c(C=NCc1ccccn1)c(O)c1ccccc12
 : 1.0%	-8.1%	38.3	14.0	-0.6	4.4%	·	9.5	?
CCCCCCCCSc1nnc(/N=C/N(C)C)s1
 : 1.3%	-0.1%	-3.4	6.0	-0.7	-1.3%	·	-0.4	2.1%
CCCOc1ccc(C(=O)NCc2ccco2)cc1
 : 3.1%	-0.3%	-1.5	5.5	-3.5	-0.7%	-2.2	2.2	·
CC(=O)O/N=C/c1c(C)c(C=O)n2ccccc12
 : -3.7%	1.3%	-6.7	-17.8	1.0	-0.9%	-7.2	1.1	-15.3%
O=C(NCc1ccccc1C(F)(F)F)C1CC(c2ccccc2C(F)(F)F)=NO1 (centres undefined)
 : -5.1%	3.6%	-12.3	17.2	3.1	0.6%	11.6	-0.9	1.3%
Cc1cccc(NC(=S)NC(=O)c2ccc(Br)o2)c1
 : 6.4%	-3.7%	-9.0	-6.9	-1.9	-0.2%	-9.8	9.6	?
CCN(CC(=O)Nc1c(F)cccc1F)C(=O)CCOc1ccccc1
 : -2.6%	-4.0%	-4.2	1.3	-4.5	-2.0%	19.7	1.2	-6.7%
CCCCn1cnc2c1c(=O)n(C)c(=O)n2C
 : -3.4%	-1.9%	-8.4	-25.7	-7.2	6.0%	1.6	-0.3	-1.0%
O=C1c2ccccc2C(=O)N1CC1c2ccccc2CCN1S(=O)(=O)c1ccccc1 (centres undefined)
 : -0.3%	0.5%	1.2	2.8	0.1	0.2%	24.6	2.2	·
Cc1ccc(S(=O)(=O)N(CC(=O)NC2CC3CCC2C3)c2ccccc2)cc1 (centres undefined)
 : -2.1%	-5.8%	-42.6*	·	·	·	·	·	-6.9%
COCCSc1nnc(NS(=O)(=O)Cc2ccccc2)s1
 : -1.2%	-0.9%	-3.0	4.7	-0.2	-0.6%	-4.4	3.0	-1.4%
Cn1c(=O)c2cc(S(=O)(=O)N3CCOCC3)ccc2n(C)c1=O
 : -4.8%	1.9%	-0.4	-30.7*	4.8	0.6%	8.9	-0.7	-9.7%
CC(C)NC(=O)NC(=O)COc1cccc2c1OC(C)(C)C2
 : -2.5%	0.8%	-10.4	8.0	5.0	0.2%	-6.9	1.3	-2.6%
C/C(=N\O)C(C)(C)Nc1cccc(F)c1
 : -1.5%	4.5%	-0.1	12.6	-5.8	-5.5%	9.0	6.6	2.2%

Single values from above:
`O=C(NCCOc1ccccc1)c1ccccc1SCC(=O)N1CCCC1` | Vif-A3F inh: 10.7%
`CC(C)(C)C1COc2ccccc2N1C(=O)c1cccc(Cl)c1` (centres undefined) | D1 antag: 2.5

Later entries
Below each compound: GRP78 ERSR act	Vif-APOBEC3G blk	LDHA block	D1 antag	D1 potentiator	RXFP1 agonist	D2 potentiator	D1 ag	Vif-A3F inh
C=CCNC(=S)NC(=O)c1csc([N+](=O)[O-])c1
 : -0.1%	1.7%	-6.2	3.6	0.9	0.3%	1.9	2.3	-14.0%
COc1ccc(NC(=O)Cc2nnc(SCC(=O)Nc3cc(C)ccc3OC)n2C)cc1
 : 2.8%	-0.7%	-1.7	8.0	1.6	0.9%	-2.8	1.5	0.0%
COc1ccc(C(CNC(=O)c2cccc(S(=O)(=O)N(C)c3ccccc3)c2)N2CCCC2)cc1 (centres undefined)
 : -3.0%	-15.4%	-8.5	-12.8	-4.3	-1.3%	-29.3	15.2	3.9%
CCOc1ccccc1NC(=O)COn1nnc2ccc(Cl)cc21
 : -6.4%	-1.0%	0.3	-5.1	5.2	0.8%	8.6	30.5*	8.3%
